Screening data as filed in PubChem BioAssay.
BAZ2B inh: qHTS Assay for Inhibitors of BAZ2B. Bromodomain adjacent to zinc finger domain protein 2B (Homo sapiens), Q9UIF8. AlphaScreen BAZ2B-H3K14Ac peptide displacement. Potency, µM (doses to about 114 µM), without a hit: at the top dose activity change, negative = inhibition, usual class: inhibitors. 360,000 tested, 4.4% active. AID 504333, 2011; also: potency is read from the fitted curve at half-maximal effect; % is scaled to controls: 0 for no effect and ±100 for the full control effect; nearly all actives have a fitted effect of over 60% in size
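Protein-peptide AlphaScreen: BAZ2B 50 nM, b-H3K14Ac 50 nM, 1x PBS pH 7.4 + 0.01% Tween-20. Preincubation 30 min RT; cpd 30 min RT (top 110 uM); beads 20 min RT, light-protected.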
G9a block: qHTS Assay for Inhibitors of Histone Lysine Methyltransferase G9a | Histone-lysine N-methyltransferase EHMT2 (Homo sapiens), Q96KQ7 | G9a H3K9 monomethylation, AlphaScreen, 2 h | Potency, µM (titrated, usually from 102 µM), without a hit: at the top dose activity, negative = inhibition, actives largely listed as inhibitors | 350,000 tested, 8.8% active | AID 504332, 2011; also: potency is read from the fitted curve at half-maximal effect; % is scaled to controls: 0 for no effect and ±100 for the full control effect; nearly all actives have a fitted effect of over 75% in size
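Chemiluminescent proximity detection of H3K9 monomethylation, read after 10 min bead incubation in the dark. Reaction: 20 nM G9a, 500 nM biotin-H3K9 peptide, 20 uM SAM cofactor, 2 h, room temperature, following 15 min enzyme-compound preincubation.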
GLS inhibitor: qHTS for Inhibitors of Glutaminase (GLS) | Glutaminase kidney isoform, mitochondrial (Homo sapiens), O94925 | Potency, µM (doses to about 45.5 µM), for inactives: at the highest dose activity change, negative = inhibition, hits mostly inhibitors | GLS enzymatic activity, qHTS titration | 410,000 tested, 0.21% active; also: potency is read from the fitted curve at half-maximal effect; % is scaled to controls: 0 for no effect and ±100 for the full control effect
Target sequence (O94925 whole entry, looked up, canonical isoform): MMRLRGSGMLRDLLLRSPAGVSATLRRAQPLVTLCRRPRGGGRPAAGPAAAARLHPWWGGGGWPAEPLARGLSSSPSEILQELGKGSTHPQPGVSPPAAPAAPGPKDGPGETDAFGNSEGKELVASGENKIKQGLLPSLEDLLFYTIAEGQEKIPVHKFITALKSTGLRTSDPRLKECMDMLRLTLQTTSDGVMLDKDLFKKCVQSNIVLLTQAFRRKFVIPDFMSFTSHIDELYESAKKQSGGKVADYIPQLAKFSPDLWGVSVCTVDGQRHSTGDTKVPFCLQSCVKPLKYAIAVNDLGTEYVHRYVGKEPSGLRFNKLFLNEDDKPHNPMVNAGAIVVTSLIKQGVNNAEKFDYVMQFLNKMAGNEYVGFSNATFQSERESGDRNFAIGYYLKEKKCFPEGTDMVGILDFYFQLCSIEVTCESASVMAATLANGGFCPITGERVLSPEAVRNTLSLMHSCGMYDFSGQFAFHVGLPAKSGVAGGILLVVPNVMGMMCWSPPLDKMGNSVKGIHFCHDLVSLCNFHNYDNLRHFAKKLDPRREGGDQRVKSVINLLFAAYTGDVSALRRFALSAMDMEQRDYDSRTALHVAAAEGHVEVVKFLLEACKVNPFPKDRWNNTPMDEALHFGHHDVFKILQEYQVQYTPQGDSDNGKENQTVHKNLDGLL
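hKGA; 45 mM KH2PO4 pH 8.2 + 0.02% Tween-20; cpd via pin tool; 1 mM Gln soln; GluOx/HRP/Amplex Red; RT 30 min; fluor. t0 & final.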
HP1b chromo inh: HTS for Inhibitors of HP1-beta Chromodomain Interactions with Methylated Histone Tails; AlphaScreen HP1-beta / biotin-H3K9me3 peptide binding; Potency, µM (titrated, usually from 114 µM), for the others: at the highest dose activity change, negative = inhibition, actives largely listed as inhibitors; 390,000 tested, 0.56% active; AID 540317, 2011; also: potency is read from the fitted curve at half-maximal effect; nearly all actives have a fitted effect of over 70% in size; inactives centre near 23
Target sequence (P83916 whole entry, looked up): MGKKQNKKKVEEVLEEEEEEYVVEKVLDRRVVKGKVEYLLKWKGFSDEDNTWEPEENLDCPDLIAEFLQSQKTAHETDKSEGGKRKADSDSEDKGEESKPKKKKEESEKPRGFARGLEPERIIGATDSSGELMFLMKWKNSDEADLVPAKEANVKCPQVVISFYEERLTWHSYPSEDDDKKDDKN
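HP1-beta protein (50 nM final) preincubated 30 min at room temperature with biotinylated H3(1-18)K9me3 peptide (50 nM) in PBS pH 7.4, 0.01% Tween-20, then compound added for 30 min. AlphaScreen streptavidin donor/nickel chelate acceptor beads (10 ug/mL final), 30 min dark, luminescence read.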
Pin1 inh: qHTS Assay to Find Inhibitors of Pin1 | 390,000 tested, 0.009% active | Pin1 FP peptide displacement, HiFluor488, 10 min | Peptidyl-prolyl cis-trans isomerase NIMA-interacting 1 (Homo sapiens), Q13526 | Potency, µM (series often up to 115 µM), without a hit: top-dose activity, negative = inhibition, actives largely listed as inhibitors; active = well fitted inhibition curve with a large enough effect in the polarisation, with a control signal flat, not every such curve was filed as active; inconclusive = small, poorly fitted or top-dose-only effect, or effect the other way, or a change in a side signal; inactive = no such curve, though single readings can be large or run the other way; the % refers to the polarisation; also: potency is read from the fitted curve at half-maximal effect; % is scaled to controls: 0 for no effect and ±100 for the full control effect
Target sequence (Q13526 whole entry, looked up): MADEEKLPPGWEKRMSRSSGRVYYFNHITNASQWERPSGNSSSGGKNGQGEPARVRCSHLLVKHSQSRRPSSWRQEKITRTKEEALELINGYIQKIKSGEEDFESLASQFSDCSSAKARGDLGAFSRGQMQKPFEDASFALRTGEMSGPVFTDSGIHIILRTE
POLH inh: qHTS for Inhibitors of Polymerase Eta | Potency, µM (doses to about 114 µM), for inactives: at the highest dose activity change, negative = inhibition, hits mostly inhibitors | recombinant Pol eta, fluorescent DNA replication assay | 390,000 tested, 1.2% active | AID 588591, 2011; also: potency is read from the fitted curve at half-maximal effect; % is scaled to controls: 0 for no effect and ±100 for the full control effect
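Pol eta at 10 nM preincubated with compounds 15 min at room temperature; reaction started with fluorescent substrate (50 nM final) and read kinetically at 0 and 10 min.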
JMJD2A Tudor inh: qHTS Assay for Inhibitors of JMJD2A-Tudor Domain | Lysine-specific demethylase 4A (Homo sapiens), O75164 | AID 504339, 2011 | AlphaScreen JMJD2A-Tudor / H3K4me3 peptide binding | Potency, µM (series often up to 114 µM), for inactives: at the top dose activity change, negative = inhibition, hits mostly inhibitors | 390,000 tested, 4.4% active; also: potency is read from the fitted curve at half-maximal effect; % is scaled to controls: 0 for no effect and ±100 for the full control effect; nearly all actives have a fitted effect of over 50% in size
PI4K2A block: qHTS for small molecular inhibitors of PI4K2A | AID 1346378, 2018 | purified PI4K2A, ADP-Glo luminescence, 1 h; stronger effect = lower value | 420,000 tested, 0.13% active | activity change, negative = inhibition, % at 76.9 µM | Phosphatidylinositol 4-kinase type 2-alpha (Homo sapiens), Q9BTU6; in the data active = activity change below about -50%; inconclusive = mostly about -30% to -49%;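 also: -100% = wells without enzyme as full effect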
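Compounds are screened against recombinant PI4K2A using PI as substrate and ATP, the latter dispensed at 300 microM. Reactions run one hour at ambient temperature before ADP-Glo detection; full inhibition defined by wells lacking enzyme.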
PGK inhibitor: qHTS Assay to Find Inhibitors of Phosphoglycerate Kinase. Phosphoglycerate kinase, glycosomal (Trypanosoma brucei brucei), P07378. PGK/GAPDH coupled, Kinase-Glo luminescence, 60 min. Potency, µM (doses to about 57.5 µM), inactives show at the top dose activity change, negative = inhibition, usual class: inhibitors. 380,000 tested, 0.043% active; also: potency is read from the fitted curve at half-maximal effect; % is scaled to controls: 0 for no effect and ±100 for the full control effect; nearly all actives have a fitted effect of over 60% in size
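Luminescent ATP detection (Kinase-Glo Plus) follows a 60-minute room-temperature incubation, with wells lacking PGK as controls. Buffer: 100 mM TEA (pH 7.6), 5 mM MgCl2, 0.01% Tween-20. Coupling enzyme GAPDH (100 nM final) supplies unstable 1,3-BPG in-well.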
Active calls of the source: *; i = inactive; ? = inconclusive; . = not tested or not shown; [ ] = another dose, or the depositor's remark. Unless noted, calls follow the shape of the dose curve; as a rule, active = well fitted curve in the direction sought with a large enough effect; inconclusive = small, poorly fitted or top-dose-only effect, or another doubt; inactive = no such curve, though single readings can be large; an effect the other way counts as inactive or inconclusive.

SMILES	BAZ2B inh	G9a block	GLS inhibitor	HP1b chromo inh	Pin1 inh	POLH inh	JMJD2A Tudor inh	PI4K2A block	PGK inhibitor
CCCCOc1ccc(CN(C)c2ncnc(N)n2)cc1	4%	17%[59 µM]	-12%	14%	0%	-13%	-10%	-1	-4%
O=C(C1CC1)N1N=C(c2ccc(Cl)cc2)CC1(O)C(F)(F)F (stereo not drawn)	11%	37%[0.501 µM]	2%	25%	-1%	-4%	9%	-2	-2%
COc1ccc(C(=O)NCC(c2ccco2)N2CCc3ccccc32)cc1 (stereo not drawn)	-31%	17%[2.33 µM]	11%	-8%	-1%	-17%	-25%	1	-5%
CC(C)(C)n1nnnc1C(c1ccc(F)cc1)N(Cc1ccc(F)cc1)Cc1ccco1 (stereo not drawn)	-6%	27%[59 µM]	?	27%	0%	-4%	-11%	3	-8%
Cn1c(CCC(=O)Nc2ccc(F)cc2)nc2cc(S(=O)(=O)N3CCOCC3)ccc21	13%	-28%	-12%	31%	-3%	-21%	-4%	-4	-8%
c1nc(C2CCCCC2)cc2cc3c(cc12)OCO3	.	.	-7%	66%[activator]	2%	-22%	6%	-1	-8%
O=C1CC(C(=O)N2CCc3ccccc32)CN1c1ccc(F)cc1 (stereo not drawn)	6%	-21%[59 µM]	-23%	18%	-16%	4%	-3%	1	-2%
CN(C)S(=O)(=O)NC(=O)C1=C(N2CCCC2)COC1=O	.	.	12%	33%	0%	-14%	-8%	-4	-5%
CCOC(=O)c1ccc(-c2c(-c3ccc4c(c3)OCO4)noc2-c2ccsc2)cc1F	1%	.	-1%	46%[activator]	3%	-5%	-14%	-6	-2%
CCc1ccc(OCC2c3cc(OC)c(OC)cc3CCN2C(=S)NCCOC)cc1 (stereo not drawn)	?	16µM*	3%	3%	6%	-22%	?	2	4%
Cc1ccc(C)c(NC(=O)CCC(=O)N/N=C2/CC(=O)CC(C)(C)C2)c1	-1%	?	0%	22%	4%	-4%	-1%	3	1%
CN1CCN(NC(=O)/C=C/c2cccc(Cl)c2)CC1	-11%	?	18%	22%	-3%	3%	-10%	-9	-8%
CN(c1ccccc1)c1nc(N)c([N+](=O)[O-])c(NCc2ccccc2)n1	-34%	-19%	-3%	-23%	3%	-9%	-14%	3	-4%
Cc1ccc(CCNC(=O)CSCc2nc(-c3ccc(C)cc3)oc2C)cc1	-27%	6%[59 µM]	-1%	20%	3%	-17%	-13%	-3	-7%
COc1ccccc1N1CCN(S(=O)(=O)c2c(C)sc3ncn(CC(=O)Nc4cccc(Cl)c4)c(=O)c23)CC1	-5%	-41%[59 µM]	-1%	17%	4%	-23%	-30%	3	i
O=C(NCC(c1cccnc1)N1CCN(c2ccccc2F)CC1)C(=O)Nc1ccc(F)cc1F (stereo not drawn)	-14%	-3%[59 µM]	0%	7%	-7%	-19%	-24%	-2	-2%
N#Cc1c(-c2ccccc2)nc(-c2ccccc2)[nH]c1=O	-34%	-22%	17%	38%[activator]	3%	6%	-20%	1	1%
Cc1ccc(C(=O)NCCNC(=O)Cc2ccccc2)cn1	2%	-10%[59 µM]	0%	7%	-9%	-2%	-11%	1	8%
O=C(c1ccco1)N1CCN(C(c2ccccc2F)c2nnnn2Cc2cccs2)CC1 (stereo not drawn)	?	-6%[12.7 µM]	-8%	40%[activator]	-14%	-9%	-7%	1	-7%
COc1ccc(N)cc1C#N	7%	?	8%	37%[activator]	-18%	1%	-19%	1	-7%
O=C(Nc1ccccn1)c1c(O)c2cccc3c2n(c1=O)CCC3	21%	-9%[59 µM]	2%	33%	0%	-11%	-9%	-7	0%
O=C1Nc2cccc3c2N(CCC3)C2=C1CCC2	.	.	5%	.	.	-10%	.	10	-4%
Cc1c(NC(=O)CSc2cccc3cccnc23)c(=O)n(-c2ccccc2)n1C	-2%	-1%[59 µM]	-8%	33%	2%	-18%	6%	-3	-10%
N#CC1=C2SCN(Cc3ccccc3)CN2C(=O)CC1c1ccccc1F (stereo not drawn)	-38%	1.8µM*	-14%	?	6%	3%	79µM*	-19	2%
CN(c1cc(=O)n2ccccc2n1)C1CCCCC1	-1%	-2%	2%	4%	1%	-6%	-1%	13	-9%
CCC1CCCCN1CC(=O)Nc1cc(C)c2c(=O)oc3ccccc3c2n1 (stereo not drawn)	-18%	8%[59 µM]	2%	41%[activator]	17%	-16%	-5%	-2	-2%
Cn1nnnc1SCC(=O)Nc1ccc2c(c1)OCCO2	-17%	-3%	-5%	18%	2%	-8%	-20%	0	-9%
COc1ccc(C(=O)COC(=O)CNC(=O)c2ccc(OC)cc2)cc1	4%	8%	-6%	16%	7%	-8%	-17%	-1	-4%
CCc1nc2sc3ccccc3c(=O)c2c(=O)n1Cc1ccc(OC)cc1	-22%	-5%	-4%	6%	43%[activator]	-18%	-14%	-6	i
NC(=O)CN1CCN(CCN2C(=O)c3cccc4cccc(c34)C2=O)CC1	-17%	-11%	-2%	8%	-1%	-2%	-6%	-7	-5%
CC(C)CC1C(=O)N(Cc2cn(CCC3OCCCO3)nn2)CCS(=O)(=O)N1Cc1ccc(-c2cccc(N(C)C)c2)cc1 (stereo not drawn)	.	.	2%	.	.	-17%	.	-3	-9%
COc1ccc(N2CCN(c3ncnc4c3nnn4C)CC2)cc1	-22%	?	0%	25%	-1%	-7%	-31%	-1	-1%
O=C(Nc1ccc2c(c1)C(=O)NC2=O)c1ccccc1Cl	3%	-19%	-4%	29%	-2%	-22%	-9%	-1	-8%
O=C(COC(=O)c1cccc(NS(=O)(=O)c2ccc(F)c(F)c2)c1)NC(=O)NC1CCCC1	-11%	-10%[59 µM]	4%	0%	66%[activator]	-15%	-33%	0	-7%
O=C(Oc1cccc(NC(=O)c2ccccc2Cl)c1)c1ccc([N+](=O)[O-])cc1	?	-17%[0.501 µM]	2%	-5%	-3%	-10%	-35%	8	-9%
COC(=O)c1ccccc1NC(=O)C1CCCN(S(C)(=O)=O)C1 (stereo not drawn)	5%	26%[12.7 µM]	-3%	26%	2%	-10%	-8%	0	i
O=C(COC(=O)c1c(F)cccc1F)NCc1cccs1	.	.	-1%	2%	1%	-11%	-1%	-1	7%
COc1ccc(-c2[nH]c(-c3ccc4c(c3)OCO4)nc2-c2ccccc2)cc1	?	?	-5%	-21%	?	-12%	?	-1	5%
Cc1ccc(Oc2nc(-c3ccccn3)nc3ccccc23)cc1	-23%	-5%	0%	8%	-1%	-1%	-33%	-7	-4%
CCOC(=O)C1(Cc2ccccc2)CCN(Cc2cccc3nccnc23)CC1	-5%	-12%	0%	20%	-1%	-8%	-20%	1	1%
CCCCc1n[nH]c2c1/C(=N/O)CC(c1ccccc1)C2 (stereo not drawn)	25%	23%[59 µM]	4%	37%	1%	-8%	-7%	-7	-1%
NCCCCC(N)c1cn([C@@H](CCC(=O)O)C(=O)N2CCNCC2)nn1 (stereo partly drawn)	0%	-5%[2.33 µM]	1%	22%	-12%	0%	-20%	-1	0%
O=C(CCn1c(=O)c2sccc2n(Cc2ccc(F)cc2)c1=O)NCc1ccc2c(c1)OCO2	-21%	-1%[59 µM]	4%	34%	0%	-5%	-1%	1	5%
CCOc1ccc(OCCCCn2cnc3ccccc3c2=O)cc1	-11%	-21%	9%	30%	2%	-14%	-10%	3	-5%
O=C(Cc1ccccc1)NCCc1c[nH]c2ccccc12	1%	24%	5%	8%	4%	-6%	-20%	3	9%
O=C(Cc1ccccc1)Nc1ccc(C(=O)O)cc1	?	11%[59 µM]	-7%	13%	-5%	-4%	-12%	-2	-10%
COc1cc(NC(=O)Cn2cnc(C(=O)Nc3ccc(C)c(C)c3)n2)cc(OC)c1OC	.	.	-3%	53%[activator]	-2%	-34%	-11%	1	-7%
CC(C)c1cccc(C(C)C)c1NC(=O)COC(=O)[C@H](C)NC(N)=O	-8%	44%	0%	13%	-2%	-1%	-14%	0	i
Cc1ccc(C(=O)NCCc2cccs2)cc1	-27%	2%	16%	44%[activator]	-7%	-2%	-5%	-3	1%
CCCc1cc(=O)[nH]c(SCC(=O)c2ccc3c(c2)OCCO3)n1	-1%	1%[59 µM]	0%	20%	-4%	-11%	-17%	-8	-6%
CC(=O)Nc1cc(C(=O)NCc2ccco2)ccc1Sc1ccc(C)cc1	?	-21%	4%	39%	-7%	-8%	-19%	3	-9%
CC(=O)c1c(C)[nH]c(C(=O)Nc2ccc(Cl)cc2F)c1C	1%	18%	4%	-3%	-11%	-18%	-15%	1	-10%
Cc1ccc(-c2ccc(=O)n(CC(=O)NCCc3ccc(Cl)cc3)n2)cc1	2%	-7%[59 µM]	-2%	3%	-4%	-7%	89µM*	-2	i

As a working copy, some entries already given:
SMILES	BAZ2B inh	G9a block	GLS inhibitor	HP1b chromo inh	Pin1 inh	POLH inh	JMJD2A Tudor inh	PI4K2A block	PGK inhibitor
CC(=O)c1c(C)[nH]c(C(=O)Nc2ccc(Cl)cc2F)c1C	1%	18%	4%	-3%	-11%	-18%	-15%	1	-10%
Cc1ccc(-c2ccc(=O)n(CC(=O)NCCc3ccc(Cl)cc3)n2)cc1	2%	-7%[59 µM]	-2%	3%	-4%	-7%	89µM*	-2	i

A portion of the library; the hit share may differ from the screen's.
